# High-throughput results from PubChem BioAssay.
# LDHA inh = blocks human lactate dehydrogenase A. actives 0.15% (n = 480,000). activity change, % (values are at about 110 or 230 µM). purified LDHA, NADH/diaphorase-resazurin fluorescence; stronger effect = lower value. P00338. AID 1347041; in the data active = activity change below about -30%; inconclusive = mostly about -25% to -30%;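 note: plate controls were DMSO wells for no effect and wells without enzyme for full effect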
#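 Human LDH5 (2 nM) was incubated with 0.06 mM NADH and 0.2 mM pyruvate for 5 min at room temperature in Tris pH 7.4. Remaining NADH was coupled through diaphorase/resazurin, and resorufin fluorescence was read at 0 and 20 min.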
# ALOX12 inh = blocks human arachidonate 12S-lipoxygenase | purified 12hLO, xylenol orange hydroperoxide absorbance | Potency, µM (top dose mostly 108 µM), for the others: at the top dose activity change, negative = inhibition, most hits filed as inhibitors | actives 1.1% (n = 580,000) | AID 1671190; note: potency is the fitted concentration of half-maximal effect; % is set by controls: 0 for no effect and ±100 for the full control effect
#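 Hydroperoxide product was detected by ferrous iron/xylenol orange as the 573 to 405 nm absorbance ratio. Arachidonic acid at 40 uM (final) was turned over for 30 min at room temperature by 150 nM human 12hLO, pH 7.0 Hepes buffer, after 15 min compound preincubation.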
# Anesthetic bind = candidate novel general anesthetic via apoferritin binding; P02791; apoferritin/1-aminoanthracene competitive binding, fluorescence; Potency, µM (doses to about 77.5 µM), without a hit: at the highest dose activity change, negative = displacement, actives largely listed as inhibitors; actives 0.074% (n = 350,000); AID 485281; note: potency is the fitted concentration of half-maximal effect; % is set by controls: 0 for no effect and ±100 for the full control effect; nearly all actives have a fitted effect of over 20% in size
#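 Steps: apoferritin (10 uM) was premixed with half-saturated 1-AMA in PBS, compounds were pin-transferred, plates stood 10 min at room temperature, fluorescence was read at 380/535 nm, and curves were fitted with a Hill equation.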
# RGS4 inh = human RGS4 inhibition | AID 504845 | actives 0.039% (n = 390,000) | Potency, µM (top dose mostly 114 µM), without a hit: at the highest dose activity change, negative = inhibition, usual class: inhibitors | Transcreener GDP fluorescence polarization, RGS4-accelerated GTP hydrolysis; note: potency is the fitted concentration of half-maximal effect; % is set by controls: 0 for no effect and ±100 for the full control effect; nearly all actives have a fitted effect of over 75% in size; some results filed as inactive show a strong effect at the top dose
# Target sequence (P49798 whole entry, looked up): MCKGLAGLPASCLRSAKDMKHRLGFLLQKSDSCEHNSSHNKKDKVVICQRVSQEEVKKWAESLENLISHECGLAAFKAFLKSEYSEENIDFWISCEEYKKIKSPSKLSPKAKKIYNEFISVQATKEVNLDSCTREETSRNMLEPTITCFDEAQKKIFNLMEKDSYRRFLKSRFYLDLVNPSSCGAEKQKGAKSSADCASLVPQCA
#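 MLSMR compounds (23 nl, pin-transferred) preincubated 10 min at room temperature with a 500nM (2x) first reagent, then RGS4 at 900nM (2x) plus Transcreener GDP mix added; fluorescence polarization (620/688 nm) read before and after 90 min at 30 °C.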
# Pol eta inh = blocks human DNA polymerase eta activity | recombinant Pol eta, fluorescent DNA replication assay | Potency, µM (series often up to 114 µM), without a hit: at the highest dose activity change, negative = inhibition, usual class: inhibitors | actives 1.2% (n = 390,000); note: potency is the fitted concentration of half-maximal effect; % is set by controls: 0 for no effect and ±100 for the full control effect
#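 Pol eta (10 nM) was preincubated with compounds for 15 min at room temperature, after which fluorescent replication substrate (50 nM final) was added to start the reaction. Fluorescence was read kinetically at 0 and 10 min.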
# ERG Ets-DNA blk = ERG Ets/DNA interaction inhibition. P11308. fluorescence polarization, His-ERG Ets domain / labelled DNA. Potency, µM (titrated, usually from 76.9 µM), for inactives: at the top dose FP activity, negative = inhibition, hits mostly inhibitors. actives 0.028% (n = 370,000); active = well fitted inhibition curve with a large enough effect in the polarisation, with a control signal flat; inconclusive = small, poorly fitted or top-dose-only effect, or effect the other way, or a change in a side signal; inactive = no such curve, though single readings can be large or run the other way; the % refers to the polarisation;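 note: polarization taken with two DNA probes labelled with fluorescein and Texas red; potency is the fitted concentration of half-maximal effect; % of control where 0% means no effect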
#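 His-tagged ERG Ets domain (1 uM in the protein solution; 300mM KCl, 50mM Tris-HCl, 1mM EDTA, 1mM DTT, pH 7.5) received compound, then a probe mix of 5 nM fluorescein-DNA and 100nM Texas-615-DNA. Fluorescence polarization was read for both dyes.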
# POLB inh = inhibitors of human DNA polymerase beta. Pol beta primer extension/strand displacement, fluorescence kinetic. Potency, µM (series often up to 114 µM), inactives show at the top dose activity change, negative = inhibition, actives largely listed as inhibitors. actives 1.3% (n = 340,000). AID 485314; note: potency is the fitted concentration of half-maximal effect; % is set by controls: 0 for no effect and ±100 for the full control effect
#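 Values derive from four-parameter Hill fits of normalized kinetic data: reads at 0 and 10 min following addition of 50 nM substrate to 10 nM Pol beta preincubated 15 min with compound.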
# APE1 inh = blocks human APE1 abasic DNA cleavage | recombinant APE1, TAMRA/BHQ-2 abasic DNA cleavage fluorescence | P27695 | actives 0.35% (n = 350,000) | Potency, µM (top dose mostly 65.8 µM), for inactives: top-dose activity change, negative = inhibition, hits mostly inhibitors | AID 2517;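 note: potency is the fitted concentration of half-maximal effect; plate controls were vehicle for no effect and reference inhibitor for full effect; nearly all actives have a fitted effect of over 55% in size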
#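 Enzyme (0.75 nM final) and test compound are incubated 15 min at room temperature before adding 50 nM quenched THF abasic-site duplex. Cleavage dequenches TAMRA, followed at 525/598 nm over three reads one minute apart.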
# POLK inh = inhibitors of human DNA polymerase kappa. Q9UBT6. purified Pol kappa, fluorescent DNA synthesis assay, 10 min. Potency, µM (highest dose often 107 µM), inactives show at the highest dose activity, negative = inhibition, actives largely listed as inhibitors. actives 0.53% (n = 400,000). AID 588579; note: potency is the fitted concentration of half-maximal effect; % is set by controls: 0 for no effect and ±100 for the full control effect
# Target sequence (Q9UBT6 whole entry, looked up): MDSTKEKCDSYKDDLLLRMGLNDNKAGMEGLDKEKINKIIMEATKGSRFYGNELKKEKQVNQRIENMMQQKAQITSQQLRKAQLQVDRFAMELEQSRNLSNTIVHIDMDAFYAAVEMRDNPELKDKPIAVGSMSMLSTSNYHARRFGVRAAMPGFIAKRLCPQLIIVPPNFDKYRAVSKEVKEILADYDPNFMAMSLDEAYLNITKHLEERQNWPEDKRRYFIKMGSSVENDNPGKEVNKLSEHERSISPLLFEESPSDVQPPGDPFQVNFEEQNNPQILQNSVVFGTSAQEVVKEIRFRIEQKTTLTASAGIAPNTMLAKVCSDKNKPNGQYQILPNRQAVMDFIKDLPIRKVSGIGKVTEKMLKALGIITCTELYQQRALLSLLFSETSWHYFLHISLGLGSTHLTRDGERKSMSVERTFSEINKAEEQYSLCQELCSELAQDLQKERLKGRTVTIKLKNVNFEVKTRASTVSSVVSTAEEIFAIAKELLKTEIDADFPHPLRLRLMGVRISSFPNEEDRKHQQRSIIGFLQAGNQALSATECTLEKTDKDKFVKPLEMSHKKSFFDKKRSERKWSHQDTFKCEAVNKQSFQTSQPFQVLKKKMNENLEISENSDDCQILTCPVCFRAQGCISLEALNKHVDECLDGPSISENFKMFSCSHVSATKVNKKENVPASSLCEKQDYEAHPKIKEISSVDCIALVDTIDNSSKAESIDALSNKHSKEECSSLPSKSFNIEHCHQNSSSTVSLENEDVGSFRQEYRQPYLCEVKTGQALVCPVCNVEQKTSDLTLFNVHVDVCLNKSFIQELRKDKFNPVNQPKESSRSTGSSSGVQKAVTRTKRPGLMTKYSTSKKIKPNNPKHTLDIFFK
#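 Kinetic fluorescence screen: compound preincubated 15 min RT with 10 nM enzyme; 50 nM substrate (final) initiates; reads at 0/10 min.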
# An asterisk follows results filed as active; i = inactive; ? = inconclusive; / = not tested or not shown; & = joins results of further samples; [ ] = remark or other dose. Unless noted, calls come from the whole dose curve; as a rule, active = well fitted curve in the direction sought with a large enough effect; inconclusive = small, poorly fitted or top-dose-only effect, or another doubt; inactive = no such curve, though single readings can be large; an effect the other way counts as inactive or inconclusive. A portion of the library; count on the stated rates, not on these rows.
SMILES,LDHA inh,ALOX12 inh,Anesthetic bind,RGS4 inh,Pol eta inh,ERG Ets-DNA blk,POLB inh,APE1 inh,POLK inh
Cc1cnc(C(=O)Nc2ccc(F)cc2)cn1,-4,-3%,-5%,-17%,-6%,5%,-1%,9%,6%
COC(=O)C(Cc1ccc(OC(=O)c2ccc(C)cc2)cc1)N1Cc2ccccc2C1=O (centres undefined),1,/,-9%,-18%,-19%,5%,-3%,?,-23%
CCN1CCN(C(=S)Nc2cccc(C(F)(F)F)c2)CC1,-2,-8%,-1%,-7%,-17%,-5%,-24%,5%,-11%
CCOC(=O)c1nc(Nc2cc(C)cc(C)c2)c2ccccc2n1,-10,-5%,-15%,6%,-26%,-14%,-20%,-6%,-2%
COC(=O)NC(Nc1sc2c(c1C(N)=O)CCCC2)(C(=O)OC)C(F)(F)F (centres undefined),23,0%,-15%,4%[11.4 µM],?,1%,2%,2%,-4%
CS(=O)(=O)N1CCN(CC(=O)NC2CCCC2)CC1,-11,1%,-2%,-34%,-9%,8%,-15%,36%,-5%
O=C(/C=C/c1ccc(Cl)c([N+](=O)[O-])c1)NCc1cccnc1,-5,12%,/,-2%[11.4 µM],-17%,-5%,/,/,-6%
CCOc1ccc(C(C)(C)C)cc1S(=O)(=O)n1nc(C)cc1C,-3,0%,-13%,-7%,-12%,-12%,0%,2%,-3%
O=c1[nH]nc(N2CCOCC2)c(=O)[nH]1,-6,-5%,3%,-25%[11.4 µM],?,-4%,-5%,-4%,4%
COc1ccc(CN2CCn3ncc(C(=O)Nc4cccc(C)c4)c3C2=O)cc1,-5,0%,-10%,2%,-4%,6%,0%,4%,-17%
COc1ccc(NS(=O)(=O)c2ccc(NC(=O)CCNS(=O)(=O)c3ccc(C)cc3)cc2)cc1,-4,?,-17%,-17%,-11%,-5%,18%,-4%,-20%
O=c1cc(CN2CCN(CCO)CC2)c2cc3c(cc2o1)CCC3,9,9%,-7%,0%,-16%,5%,?,2%,-2%
CCOc1ccc(NS(=O)(=O)c2cc(C(=O)N3CCCC3)ccc2Cl)cc1,-1,?,/,-18%,-7%,-10%,/,-6%,-7%
COCCN(Cc1cn(C)nc1-c1ccc(Oc2ccccc2)cc1)C(C)C,1,?,-8%,-5%,-11%,-4%,-1%,7%,7%
O=C(CC1CCS(=O)(=O)C1)NC1CCCCC1 (centres undefined),-4,0%,-8%,3%,-13%,-4%,31%,1%,-15%
Cc1cc2cc(CNC(=O)c3ccc4c(c3)OCO4)ccc2[nH]1,-3,-13%[57.4 µM],-21%,5%,-1%,/,2%,-11%,-7%
COc1ccc(-n2ncc3c2CC(C)(C)CC3NC(=O)CCN2CCCC2=O)cc1 (centres undefined),-5,7%,-5%,39%,-7%,5%,3%,-6%,-3%
O=C(COC(=O)c1ccccc1)NC1CCCC1,-4,i,4%,-6%[56.9 µM],-9%,0%,8%,38%,3%
CCC1=NN2C(=N)/C(=C\c3cccn3-c3ccc(Br)cc3)C(=O)N=C2S1,-4,-17%,-4%,?,-5%,-5%,-13%,-2%,-11%
Clc1ccc(OCCn2ccnc2)c(Cl)c1,?,-20%,1%,7%,-7%,8%,8%,1%,-7%
O=C1CN(C(=O)c2ccccc2F)C(c2ccc(F)cc2)c2cc(Br)ccc2N1 (centres undefined),-7,39%[activator],-10%,7%,-23%,7%,81%,10%,0%
O=C(Cc1ccccc1Cl)Nc1cccnc1,-1,-4%,-10%,-11%,-7%,-1%,29%,27%,5%
CNc1snc(C)c1C(=O)OCC(=O)c1ccc(Cl)cc1,-13,-2%,/,-23%,-5%,1%,/,-32%,-9%
CCOC(=O)C(C)Sc1nnc(-c2ccccc2O)n1Cc1ccccc1 (centres undefined),-2,-15%,-20%,2%,-14%,3%,14%,2%,0%
O=c1c(C=NCc2ccccc2)c(NCc2ccccc2)nc2ccccn12,-5,11%,-8%,8%,-5%,16%,32%,34%[activator],-13%
O=C(NCCc1ccccc1)C1CCN(c2nc3ccccc3nc2C(F)(F)F)CC1,-8,-29%,4%,0%,-15%,9%,10%,/,-1%
CCc1c(C)c2cc(Cl)c(O)c(CN3CCCCC3)c2oc1=O,-2,0%,737%[activator],24%,-20%,0%,0%,2%,-9%
Cc1cccc(NS(=O)(=O)c2nnc(NC(=O)c3ccccc3F)s2)c1,-9,-4%,-7%,18%,5%,-6%,26%,-1%,-12%
CCc1noc(C)c1C(=O)NCCN1C(=O)S/C(=C\c2ccc(OC)cc2)C1=O,-6,-10%,/,8%,-18%,5%,/,26%,-2%
O=C(CS(=O)(=O)c1ccccc1)c1ccc2c(c1)OCCO2,-5,1%,-1%,-7%,-19%,8%,2%,14%,-7%
CC1(OC(=O)C2CCCC2)C(=O)C=C2C=C(c3ccsc3)N(c3ccccc3)C=C2C1=O (centres undefined),11,13µM*,-9%,-19%,1%,6%,14%,0%[12.4 µM],-6%
Cc1cc(NC(=O)CCC(=O)N(CC(=O)NCC2CCCO2)c2ccc(C(C)C)cc2)no1 (centres undefined),-6,-38%,26%,6%,-9%,4%,-10%,32%,-10%
CC(=O)c1ccc(S(=O)(=O)Nc2ccc(-c3ccc(N4CCCCCC4)nn3)cc2)cc1,0,-7%,?,-17%,-11%,-3%,-2%,/,-1%[60.1 µM]
Cc1noc(C)c1CSCC(=O)OCC(=O)Nc1sccc1C#N,-14,-11%,-20%,3%,?,-8%,3%,4%,-16%
Cc1nnc(CN(C)C(=O)c2cc(COc3ccc(F)cc3Cl)on2)o1,-8,/,-4%,2%,-4%,-8%,6%,13%,-20%
Fc1ccc(C2NCCn3cccc32)cc1 (centres undefined),-5,?,-13%,-12%,-16%,16%,17%,-5%,1%
CCN(Cc1ccc(OC)c(F)c1)C(=O)c1oc2ccccc2c1COC,-18,-25%,-8%,38%,-23%,-3%,-27%,35%,-14%
CCOC(=O)c1nc(C(=O)NCc2ccc(C)cc2)nc2ccccc12,0,-6%,/,-4%,-4%,-6%,/,1%,-15%
O=C(CCNC(=O)c1ccc(Br)cc1)NCc1ccccc1F,-10,-2%,/,4%,-5%,-3%,/,-1%,-4%
COc1ccc(CCNC(=O)[C@H](CC(C)C)NC(=O)N2CCn3c2nc2ccccc23)cc1OC,0&0,17%&16%,-5%,-10%,-11%,-2%,-18%,55%,3%
Cc1nc(C)c(-c2ccc(SCc3ccccc3F)nn2)s1,-2,-3%,-14%,-10%,-21%,0%,-2%,23%,-7%
Cc1ccc(C(=O)CC2(O)C(=O)N(Cc3ccccc3F)c3ccccc32)cc1 (centres undefined),-1,-14%,?,-2%,-20%,-3%,-10%,/,-8%
O=C1c2cccnc2C(=O)N1c1cccc(-c2nc3ccccc3o2)c1,2,0%,4%,-15%[11.4 µM],?,6%,0%,5%,-2%
O=c1cc(CN2CCCCC2)nc(C2CC2)[nH]1,-8,-8%,-4%,-5%,-5%,-3%,22%,2%,-7%
COCCOC(=O)c1c(C)oc2ccc(O)c(CN3CCC(C)CC3)c12,-3,-25%,-12%,16%,-6%,/,-19%,-1%,-11%
O=C(Cc1cccs1)Nc1ccccc1F,-4,0%,?,-14%,-2%,14%,12%,36%,-4%
CN(C)[C@@H]1CCC[C@@H]1OC(=O)C(c1ccccc1)c1ccccc1,-24,?,6%,28%,-12%,1%,-1%,4%,-12%
CCCCC1CC1C(=O)Nc1ncc2c(n1)CC(C)(C)CC2=O (centres undefined),-7,-14%,-12%,6%,-13%,2%,-20%,-1%,0%
Cc1ccccc1OCC(O)Cn1c(SC(C)C)nc2c1c(=O)[nH]c(=O)n2C (centres undefined),-3&-7,?,?,-40%,-3%,-3%,5%,-1%,-13%
CCOc1ccc(S(=O)(=O)N2CCN(Cc3nc4ccc(C)cc4o3)CC2)cc1,-4,-21%,60%[activator],-9%,-3%,-4%,-12%,/,-6%[60.1 µM]
CCn1cc(CNCc2c(C(=O)N3CCCCC3)nc3c(C)cccn23)cn1,-2,1%,-2%,19%,6%,1%,19%,1%,-10%
CCn1cc(C(=O)NCC(=O)OC)c2cc(OC)c(OC)cc2c1=O,-2,-30%,-7%,5%,-3%,2%,32%,15%,-11%
Cc1cccc(CCNS(=O)(=O)c2ccc3c(c2)NC(=O)CO3)c1,-3,-26%,-16%,-8%,-24%,4%,7%,22%,-3%
Cc1nc2c(cc1N)nc(C)n2Cc1ccccc1,-7,36%[activator],7%,3%,-6%,-7%,38%,26%,-2%
COc1ccc(NC(=O)CSc2ccc(-c3ccco3)nn2)cc1OC,10,5%,-15%,6%,?,?,?,9%,-14%
NS(=O)(=O)c1cccc(NC(=S)NCc2ccccc2)c1,-2,-24%,-10%,-12%,-3%,-2%,-1%,0%,-18%

# Rewritten bar-delimited: part of the list above
canonical_smiles | LDHA inh | ALOX12 inh | Anesthetic bind | RGS4 inh | Pol eta inh | ERG Ets-DNA blk | POLB inh | APE1 inh | POLK inh
CN(C)[C@@H]1CCC[C@@H]1OC(=O)C(c1ccccc1)c1ccccc1 | -24 | ? | 6% | 28% | -12% | 1% | -1% | 4% | -12%
CCCCC1CC1C(=O)Nc1ncc2c(n1)CC(C)(C)CC2=O (centres undefined) | -7 | -14% | -12% | 6% | -13% | 2% | -20% | -1% | 0%
